S100A4 inh HTS: S100A4-myosin IIA interaction inhibition; P26447; S100A4/TAMRA-MyoIIA peptide fluorescence polarization; inhibition, % at 10.7 µM; 360,000 tested, 0.14% active; AID 652163;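 active = mean inhibition of at least 70% across replicates, with every replicate also reaching that level; inconclusive = mean inhibition reaches 70% but some replicates fall short; inactive = mean inhibition below 70%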
Target sequence (P26447 whole entry, looked up): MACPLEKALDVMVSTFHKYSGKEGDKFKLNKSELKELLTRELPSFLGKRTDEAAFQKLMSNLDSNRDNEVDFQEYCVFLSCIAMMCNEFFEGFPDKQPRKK
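incubation = readout 5 min after mixing, signal stable up to 60 min | system = S100A4 monomer protein | buffer or medium = HEPES pH 7.2 with CaCl2, KCl, NaCl, DTT, Triton | benchmarks = neutral control DMSO, positive control TFP | also added = fluorescent myosin IIA peptide, 5 nM | compound dosing = one concentration per compound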
Xi reactivation: reactivates the inactive X chromosome in mouse fibroblasts | XiGFP mouse fibroblasts, % GFP-positive cells imaging, 3 d; cells co-treated with 5-aza-dC sensitizer; scaled so ellipticine positive control = 100% | activation, % at 7.58 µM | 360,000 tested, 0.055% active | AID 743238;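 active = mean normalized replicate activation at least 10% and every replicate at or above 10%; inconclusive = only one of the two criteria met; inactive = mean below 10% and not all replicates reach 10%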;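 note: 0% = median of on-plate neutral control wells and 100% = ellipticine 6 µM median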
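Material: XiGFP fibroblasts, SV40-immortalized. Buffer or medium: DMEM plus 5-aza-dC sensitizer. Compound: single concentration per compound, delivered by pin transfer. Times: 3 days compound exposure. Controls: ellipticine 6 µM.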
C2C12 statin: suppression of simvastatin myotoxicity. C2C12 myotubes + simvastatin, ATP luminescence, 48 h; scaled: DMSO 0, geranylgeraniol control 100. 330,000 tested, 0.78% active. rescue of ATP level, % at 7.49 µM;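 active = mean ATP rescue above about 67%, or every replicate alone reaching that limit, limit read from the data, passing the limit was not always enough; inconclusive = no clear call, values can overlap the other calls; inactive = mean under the limit and some replicate under it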;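 note: myotubes were challenged with 10 µM simvastatin during compound exposure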
PGC1a acetyl inh: lowers PGC1a acetylation signal in U2OS cells. inhibition, % at 15.6 µM. AID 651687. 350,000 tested, 0.17% active. AlphaScreen anti-acetyl-lysine; with virally co-expressed GCN5 acetyltransferase;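 active = every replicate shows inhibition of at least 40%; inconclusive = mean inhibition at least 40% but some replicate below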;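 note: 0% = neutral control wells and 100% = positive control wells; some results beyond the cut were filed as inactive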
Cneo AK release: Cryptococcus neoformans lysis via adenylate kinase release; C. neoformans lysis, adenylate kinase release luminescence, 4 h; normalised: neutral wells 0, clomiphene wells 100; lysis activity, % at 15 µM; 360,000 tested, 0.2% active;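 active = mean lysis activity across replicates of at least 80%, whatever share of replicates individually reach that level; inactive = mean lysis activity below 80%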
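read-out = cell lysis signal | test system = log-phase Cryptococcus neoformans yeast cells | input = cells at 5 × 10^6 per mL | medium = fresh YPD growth medium | signal = luminescent adenylate kinase detection reagent | timing = 4 h at 37 °C static, read 1 h later | dosing = single dose | controls = Clomiphene as positive lysis control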
LGR2 antag: blocks bursicon-induced cAMP signaling via Drosophila LGR2; HEK293 LGR2, CRE-luciferase, bursicon-stimulated, 4 h; inhibition, % at 9.99 µM; 380,000 tested, 0.35% active; AID 720647;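 active = drop in luminescence signal, shown as inhibition above about 50% in the replicate tests, limit read from the data, passing the limit was not always enough; inconclusive = probably only some replicates passing the limit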;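 note: agonist challenge used bursicon conditioned medium at about half maximal strength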
SIRT5 block: sirtuin-5 (human) deacylase inhibition; AID 652115; Purified SirT5, succinyl-peptide AMC, trypsin-coupled fluorescence; 330,000 tested, 1.1% active; inhibition, % at 15 µM; in the data active = inhibition above about 15%; inconclusive = no clear call, values can overlap the other calls
ERAP1 inh: ERAP1 (human) enzyme inhibition | recombinant ERAP1, Leu-AMC fluorescence, 60 min | inhibition, % at 10.7 µM | 340,000 tested, 0.15% active;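 active = mean replicate inhibition of at least 30%, or all replicates individually reaching that 30% level; inactive = mean below 30% and not every replicate reaching it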;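 note: 0% = neutral control wells and 100% = L-leucinethiol positive control wells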
Target sequence (Q9NZ08 whole entry, looked up): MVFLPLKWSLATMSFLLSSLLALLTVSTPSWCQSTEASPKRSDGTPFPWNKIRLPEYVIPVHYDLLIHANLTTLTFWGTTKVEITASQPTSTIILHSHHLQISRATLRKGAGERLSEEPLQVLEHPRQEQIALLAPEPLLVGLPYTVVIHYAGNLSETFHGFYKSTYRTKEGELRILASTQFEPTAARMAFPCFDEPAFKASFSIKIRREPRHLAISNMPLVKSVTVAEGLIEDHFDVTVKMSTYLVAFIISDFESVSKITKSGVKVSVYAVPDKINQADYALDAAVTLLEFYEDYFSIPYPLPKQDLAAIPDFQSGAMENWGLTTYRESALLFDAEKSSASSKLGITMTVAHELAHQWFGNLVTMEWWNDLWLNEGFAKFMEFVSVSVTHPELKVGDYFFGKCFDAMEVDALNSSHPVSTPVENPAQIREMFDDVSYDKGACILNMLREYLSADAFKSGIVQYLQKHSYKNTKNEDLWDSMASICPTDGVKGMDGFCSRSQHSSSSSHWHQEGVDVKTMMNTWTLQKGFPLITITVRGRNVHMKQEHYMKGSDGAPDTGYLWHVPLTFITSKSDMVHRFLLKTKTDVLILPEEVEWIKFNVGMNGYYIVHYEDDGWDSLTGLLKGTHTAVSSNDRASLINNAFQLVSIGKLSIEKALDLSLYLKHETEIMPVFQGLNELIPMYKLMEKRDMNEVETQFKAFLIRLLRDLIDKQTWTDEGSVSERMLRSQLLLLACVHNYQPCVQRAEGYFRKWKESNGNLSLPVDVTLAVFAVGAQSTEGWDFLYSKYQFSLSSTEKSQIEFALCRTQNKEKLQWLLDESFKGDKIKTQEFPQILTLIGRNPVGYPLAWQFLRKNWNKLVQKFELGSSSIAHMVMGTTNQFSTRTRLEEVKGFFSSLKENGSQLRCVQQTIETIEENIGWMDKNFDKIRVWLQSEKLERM
* marks the source's active call; other numbers are inactive results; u = inconclusive; x = not tested or not shown; & = joins results of further samples. Not all compounds are listed, so the mix of outcomes need not match the whole.

1: C[C@H](CO)N1C[C@H](C)[C@@H](CN(C)S(=O)(=O)c2cn(C)cn2)OCCCC[C@H](C)Oc2ccc(NC(=O)Nc3ccccc3)cc2C1=O
2: CCOc1ncccc1C(=O)Nc1nnc(C2CC2)s1
3: Cc1cc(/C=N/NC(=O)c2nn(C)cc2Cl)c(C)n1-c1cccc(Br)c1
4: CC(=O)Nc1ccc(S(=O)(=O)N(C)CC(=O)OCCOc2cccc(C)c2)cc1
5: O=C(NC[C@@H]1CC[C@H]2[C@H](CN2Cc2ccc(Oc3ccccc3)cc2)O1)C1CCOCC1

screen / no.	1	2	3	4	5
S100A4 inh HTS	-14	-8	0	1	1
Xi reactivation	0.6	0.1	-0.1	0.3	x
C2C12 statin	x	x	x	1	x
PGC1a acetyl inh	8	x	1	x	-5
Cneo AK release	1	x	-1	-1	x
LGR2 antag	2	x	-34	-13	x
SIRT5 block	-2	-7	2	1	-2
ERAP1 inh	-3	-2	0	7	-1

6: CC1(C(=O)NS(=O)(=O)Cc2cccc(Cl)c2)CCN1C(=O)c1cccc(F)c1 (stereo unspecified)
7: Cc1cccc(NC(=O)[C@@H]2CCCN2S(=O)(=O)c2ccc(Cl)cc2)c1
8: CC(C)(C)C(=O)NNc1nc(-c2ccccc2)c2cc(Br)ccc2n1
9: CC(C)(C)c1ccc(S(=O)(=O)NC(=O)C2(C)CCN2C(=O)C2CC2)cc1 (stereo unspecified)
10: O=C(COc1ccccc1[N+](=O)[O-])N1CCN(C(=O)c2ccco2)CC1

screen / no.	6	7	8	9	10
S100A4 inh HTS	0	-3	-6	-2	-2
Xi reactivation	0.1	0.4	0.2	0.0	-0.1
C2C12 statin	4	8	x	5	3
PGC1a acetyl inh	1	-11	x	12	x
Cneo AK release	0	1	x	-1	0
LGR2 antag	-8	9	-1	43	6
SIRT5 block	-2	0	3	x	-1
ERAP1 inh	-3	0	8	3	-1

11: CN(CC(=O)Nc1ccc(Cl)cc1)C(=O)Cn1[nH]c(=O)c2ccccc2c1=O
12: c1csc(-c2nn3c(C4CCCCC4)nnc3s2)c1
13: Oc1cccc2c(NC(=S)Nc3ccc(OC(F)F)cc3)cccc12
14: CCn1cc([N+](=O)[O-])c(C(=O)N2N=C(c3ccc(Cl)c(Cl)c3)CC2c2ccccc2O)n1 (stereo unspecified)
15: O=C(C[C@@H]1CC[C@@H]2[C@H](COC[C@H](O)CN2CCc2ccccc2)O1)NCCCN1CCOCC1

screen / no.	11	12	13	14	15
S100A4 inh HTS	-2	-5	-27	-30	4
Xi reactivation	0.0	0.0	0.1	0.0	0.4
C2C12 statin	x	19	x	x	17
PGC1a acetyl inh	x	-2	x	-23	0
Cneo AK release	x	1	x	x	5
LGR2 antag	4	3	14	17	2
SIRT5 block	1	2	0	1	5
ERAP1 inh	1	-4	3	8	-3

16: CCCCCCCC1(C)NC(=O)N(c2ccccc2)N1 (stereo unspecified)
17: COc1cccc(C(=O)Nc2ccc3c(c2)C(=O)N(C)[C@H]2CC[C@H](CC(=O)NCC(F)(F)F)O[C@@H]2CO3)c1
18: COc1ccccc1CN1C[C@@H]2N[C@H](C1)C2c1ccc(-c2ccc(C#N)cc2)cc1 (stereo partly specified)
19: COc1ccccc1C(=O)C(=O)c1ccccc1OC
20: Cn1ncc(Cl)c1C(=O)Nc1ccc2c(c1)OCO2

screen / no.	16	17	18	19	20
S100A4 inh HTS	x	10	10&-17	-3	2
Xi reactivation	x	0.3	0.0&0.2	0.5	0.0
C2C12 statin	61	-16	x	2	5
PGC1a acetyl inh	-4	-4	-15&-18	8	x
Cneo AK release	1	51	x	0	0
LGR2 antag	-12	4	1&10	-9	3
SIRT5 block	x	2	-2&-3	6	-3
ERAP1 inh	x	-4	4&3	-3	4

21: COCC#Cc1ccc([C@H]2[C@@H](CO)N3CCCCN(Cc4cncnc4)C[C@H]23)cc1
22: C[C@H]1CN([C@@H](C)CO)C(=O)c2cccc(NC(=O)C3CC3)c2O[C@H]1CN(C)Cc1ccc(Cl)c(Cl)c1
23: O=C(NCc1ccc(OC(F)(F)F)cc1)C1CC(c2cccc(F)c2)=NO1 (stereo unspecified)
24: CN(C)CC(=O)N1[C@@H](C#N)[C@@H](c2ccccc2-c2ccccc2F)[C@@H]1CO
25: O=C(Cc1ccc(Br)cc1)N/N=C/c1ccc(-c2cccc(C(=O)O)c2)o1

screen / no.	21	22	23	24	25
S100A4 inh HTS	0	-3	-1	0	2
Xi reactivation	0.4	0.0	0.5	0.0	0.2
C2C12 statin	x	-7	8	x	8
PGC1a acetyl inh	4	3	9	6	18
Cneo AK release	-1	-4	-3	x	0
LGR2 antag	2	18	5	-14	-12
SIRT5 block	-2	-5	-3	0	9
ERAP1 inh	1	3	12	3	-1

26: COc1ccc(C(=O)COC(=O)CSCc2c(C)noc2C)cc1OC
27: Cc1nn(-c2ccccc2)c(C)c1CN
28: COC(=O)c1ccc2nc(-c3ccc(C)cc3)c(CC(C)(C)C)n2c1
29: Fc1ccc(CN2CCN(c3ncccn3)CC2)c(F)c1
30: N/C(=N\OC(=O)CCCOc1ccc(Cl)cc1Cl)c1ccccn1

screen / no.	26	27	28	29	30
S100A4 inh HTS	2	-10	-2	1	-11
Xi reactivation	x	0.1	0.2	-0.1	0.0
C2C12 statin	-1	x	x	4	x
PGC1a acetyl inh	5	x	x	5	-7
Cneo AK release	x	x	x	9	-4
LGR2 antag	-13	4	13	-14	x
SIRT5 block	-1	-2	15*	-3	-1
ERAP1 inh	-1	6	-4	-3	0

31: COc1ccc(OC)c(-c2csc(N(C)C(=O)c3ccco3)n2)c1
32: COCCN(C(=O)CSCc1ccccc1)c1c(N)n(Cc2ccccc2)c(=O)[nH]c1=O
33: COc1ccccc1C1=NOC(COC(=O)c2ccc(Br)cc2)C1 (stereo unspecified)
34: CCC(=O)Nc1ccc2c(c1)C(=O)N(C)[C@H]1CC[C@H](CC(=O)NC3Cc4ccccc4C3)O[C@@H]1CO2
35: O=C(COC(=O)/C=C/c1ccc(Cl)cc1Cl)Nc1cccc(S(=O)(=O)NC2=NCCC2)c1

screen / no.	31	32	33	34	35
S100A4 inh HTS	2	2	4	0	0
Xi reactivation	0.0	0.3	0.1	0.0	-0.1
C2C12 statin	-14	2	-2	-9	6
PGC1a acetyl inh	10	-2	x	-3	x
Cneo AK release	1	0	1	15	0
LGR2 antag	13	14	25	11	6
SIRT5 block	-11	0	0	10	x
ERAP1 inh	-2	-1	-2	-1	0

36: Cc1cc([N+](=O)[O-])nn1CC(=O)N/N=C/c1ccccc1O
37: Cc1noc(C)c1NC(=O)N(C)C[C@H]1OCCCC[C@@H](C)Oc2ccc(NS(=O)(=O)c3ccc(F)cc3)cc2C(=O)N([C@@H](C)CO)C[C@H]1C
38: CCOc1ccc(S(=O)(=O)N2CCN(C)CC2)cc1NC(=O)c1ccccc1F
39: OC[C@H]1[C@@H](c2ccc(-c3ccc(F)cc3)cc2)[C@@H]2CN(Cc3ccccn3)CCCCN12
40: COCCNC(=O)CCc1nnc(Cc2ccc(-c3ccccc3)cc2)o1

screen / no.	36	37	38	39	40
S100A4 inh HTS	0	4	-14	-6	-6
Xi reactivation	0.3	0.3	0.2	0.0	-0.2
C2C12 statin	6	63	-4	x	6
PGC1a acetyl inh	-17	x	4	-4	3
Cneo AK release	x	0	0	-2	x
LGR2 antag	-26	8	1	u	-6
SIRT5 block	6	1	-4	4	-4
ERAP1 inh	x	-2	-2	1	x

41: C[C@H](CO)N1C[C@H](C)[C@@H](CN(C)Cc2ccccn2)Oc2ncc(C#Cc3ccc(F)cc3)cc2C1=O
42: O=C(CCNC(=O)c1ccccc1Cl)Nc1ccc(S(=O)(=O)Nc2ncccn2)cc1
43: CCn1cc(SCC(=O)N2CCOCC2)c2ccccc21
44: CO[C@H]1CN(C)C(=O)c2cc(NC(=O)Nc3cccc(Cl)c3)ccc2OC[C@@H](C)N(C)C[C@@H]1C
45: COC(=O)C(NS(=O)(=O)c1ccc(C)cc1)c1ccccc1 (stereo unspecified)

screen / no.	41	42	43	44	45
S100A4 inh HTS	1	3	-7	x	-13
Xi reactivation	-0.4	0.2	0.1	0.1	0.0
C2C12 statin	-7	x	-10	-30	x
PGC1a acetyl inh	-22	3	0	1	x
Cneo AK release	-1	x	5	1	x
LGR2 antag	2	-14	-46	-8	10
SIRT5 block	5	x	0	x	5
ERAP1 inh	1	1	4	x	-1

46: CCOc1ccc(/C=C(\C)C(=O)c2c(C)cc(C)[nH]c2=O)cc1
47: COc1ccc2[nH]c3c(c2c1)CCN1C(=O)C(CC(=O)NCCC2=CCCCC2)C[C@H](C(=O)N2CCCCC2)[C@@]31CCc1ccccc1 (stereo partly specified)
48: COc1ccc(NC2CC(=O)N(C(C)C)C2=O)cc1 (stereo unspecified)
49: CC(C(=O)Nc1sc2c(c1C#N)CCCCC2)N1C(=O)c2ccccc2C1=O (stereo unspecified)
50: COc1ccccc1CCNC(=O)C(=O)NCC1OCCN1S(=O)(=O)c1cccs1 (stereo unspecified)

screen / no.	46	47	48	49	50
S100A4 inh HTS	-4	17	-4	8	1
Xi reactivation	-0.1	0.1	x	0.0	0.2
C2C12 statin	8	39	8	-2	9
PGC1a acetyl inh	5	x	3	x	x
Cneo AK release	-1	-2	0	-2	-7
LGR2 antag	20	-5	-36	6	-5
SIRT5 block	13	-3	1	-1	-2
ERAP1 inh	0	x	-2	-3	0

51: CC(C)c1ccc(/C=C/C(=O)N2CCOCC2)cc1
52: CCCCS(=O)(=O)Nc1ccc2c(c1)ncn2C1CCCCC1
53: CC1CN(CCOc2ccc(Cl)c(Cl)c2)CC(C)O1 (stereo unspecified)
54: CCOC(=O)N1CCN(C(=O)/C=C/c2ccc(OC)c(OC)c2)CC1
55: O=C(Nc1cccc(Cl)c1)N[C@H]1CC[C@H](CCn2cc(Cc3ccccc3)nn2)O[C@@H]1CO
56: NS(=O)(=O)c1ccc(NC(=O)COC(=O)c2ncc(Cl)c(Cl)c2Cl)cc1

screen / no.	51	52	53	54	55	56
S100A4 inh HTS	1	2	-3	1	-1	-7
Xi reactivation	0.0	x	0.0	0.4	0.4	0.0
C2C12 statin	-15	-9	31	7	-8	-2
PGC1a acetyl inh	6	-23	-2	20	x	x
Cneo AK release	-5	1	-4	-2	-13	x
LGR2 antag	-14	8	0	10	9	-21
SIRT5 block	1	-3	-6	0	-3	-1
ERAP1 inh	-1	10	1	-2	0	-14

Entries of single compounds as entered above. Values in the order: S100A4 inh HTS, Xi reactivation, C2C12 statin, PGC1a acetyl inh, Cneo AK release, LGR2 antag, SIRT5 block, ERAP1 inh
Profile of COc1ccc(OC)c(-c2csc(N(C)C(=O)c3ccco3)n2)c1 = 2, 0.0, -14, 10, 1, 13, -11, -2
Profile of Cc1cc([N+](=O)[O-])nn1CC(=O)N/N=C/c1ccccc1O = 0, 0.3, 6, -17, x, -26, 6, x
Profile of Cc1noc(C)c1NC(=O)N(C)C[C@H]1OCCCC[C@@H](C)Oc2ccc(NS(=O)(=O)c3ccc(F)cc3)cc2C(=O)N([C@@H](C)CO)C[C@H]1C = 4, 0.3, 63, x, 0, 8, 1, -2
Profile of CCCCCCCC1(C)NC(=O)N(c2ccccc2)N1 (stereo unspecified) = x, x, 61, -4, 1, -12, x, x

Source: PubChem
